TRPV1 agonist: activates the human vanilloid receptor TRPV1; AID 540275; Q8NER1; 320,000 compounds, 0.19% hits; TRPV1-expressing cells, Fluo-8 calcium influx, agonist mode; activation, % at 8.33 µM; in the data active = activation above about 80%; inconclusive = between about 30% and that limit; also: 0% is about no effect
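Cells expressing TRPV1 were dye-loaded with Fluo-8 and read kinetically: 10 s baseline, 3 min after compound (agonist portion), then 2 min after EC20 capsaicin (allosteric enhancer portion). Calcium-bound dye fluorescence at 480/520 nm.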
A-T KAP1 phos: potential ataxia-telangiectasia treatment. Potency, µM (series often up to 57.5 µM), for the others: top-dose activation, most hits filed as activators. 320,000 compounds, 0.19% hits. […] A-T fibroblasts, KAP-1 phosphorylation AlphaLISA; neocarzinostatin DNA damage 30 min before lysis; also: potency is read from the fitted curve at half-maximal effect; % of control where 0% means no effect; nearly all actives have a fitted effect of over 45% in size
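ATM-like activity read as KAP-1 phosphorylation via AlphaLISA donor/acceptor antibody pairs after lysis and 6 hr at 25C. Cells were ATM-null patient fibroblasts ([…], hTERT), dosed 60 min, then exposed to the DSB inducer NCS for 30 min.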
a7 integrin act: activates integrin-mediated alleviation for muscular dystrophy; alpha7betagal myoblasts, beta-gal FDG fluorescence, 48 h; Potency, µM (doses to about 38.3 µM), inactives show top-dose activation, usual class: activators; 350,000 compounds, 0.064% hits;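 also: potency is read from the fitted curve at half-maximal effect; 100% = response of the positive control SU9516; nearly all actives have a fitted effect of over 60% in size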
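alpha7betagal+/- myoblasts (passage 13, 250/well) treated 48 h at 37C with compounds at 1:260 dilution of DMSO stock. Lysed, then beta-galactosidase activity read as FDG fluorescence (ex 480/em 540) after 30 min, with pre-read for autofluorescence.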
MLL CXXC-DNA inh: inhibitors of human MLL CXXC domain-DNA interaction; Q03164; MLL-CXXC / FITC-HOXA9 DNA fluorescence polarization; Potency, µM (highest dose often 115 µM), inactives show at the top dose activity change, negative = inhibition, usual class: inhibitors; 290,000 compounds, 0.037% hits; AID 2662; active = well fitted inhibition curve with a large enough effect in the polarisation, with a control signal flat, not every such curve was filed as active; inconclusive = small, poorly fitted or top-dose-only effect, or effect the other way, or a change in a side signal; inactive = no such curve, though single readings can be large or run the other way; the % refers to the polarisation; also: potency is read from the fitted curve at half-maximal effect
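Fluorescence polarization: 7 uM MLL-CXXC (stock) preincubated 5 min with compounds, then 50 nM fluorescein-HOX-A9 DNA (stock) added; 30 min ambient. Buffer 50 mM Tris-HCl pH 7.5, 50 mM NaCl, 1 mM DTT, 0.05% BSA.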
Coupling enz: counter-screen for Giardia aldolase inhibitors: coupling enzyme system; coupling enzyme system counterscreen, AmpLite Red fluorescence; AID 2472; 290,000 compounds, 0.67% hits; activity change, negative = inhibition, % at 58.2 µM, hits read low; in the data active = activity change below about -30%; also: % is scaled to controls: 0 for no effect and ±100 for the full control effect
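Compounds tested against the coupling enzymes alone at 57.5 uM final; readout was AmpLite Red fluorescence (525/598 nm) after 20 min at RT.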
KCNH2 WT inh: blocks the wildtype human KCNH2 potassium channel | Q12809 | U2OS, BacMam KCNH2, thallium flux FluxOr; hits give low values | activity change, % at 1.84 µM | 340,000 compounds, 0.37% hits | AID 720551;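 active = maximum activity change below -70%; inconclusive = maximum activity change between -70% and -50%; inactive = maximum activity change above -50%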; also: % is scaled to controls: 0 for no effect and ±100 for the full control effect
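U2OS cells transduced with wild-type KCNH2 virus are loaded with FluxOr dye for 45 min, and thallium flux is measured in kinetic reads before and after stimulation buffer. Rate constants are normalized to DMSO controls.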
GALK inh: galactokinase (human) inhibition. P51570. Purified GALK, Kinase-Glo residual ATP luminescence. Potency, µM (doses to about 57.5 µM), without a hit: top-dose activity change, negative = inhibition, hits mostly inhibitors. 270,000 compounds, 0.007% hits; also: potency is read from the fitted curve at half-maximal effect; % is scaled to controls: 0 for no effect and ±100 for the full control effect
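ATP-depletion format; final 35 uM ATP, 100 uM D-galactose, 5 nM enzyme; pH 8.0 HEPES/Mg2+ buffer; 60 min RT; luminescence read 10 min after detection reagent.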
ASM inhibitor: inhibitors of human secretory acid sphingomyelinase; 340,000 compounds, 0.006% hits; Potency, µM (series often up to 57.5 µM), for inactives: at the top dose activity change, negative = inhibition, actives largely listed as inhibitors; P17405; placental ASM, HMU-PC fluorogenic substrate, 60 min; also: potency is read from the fitted curve at half-maximal effect
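Human placenta-derived ASM preincubated with compound 10 min at room temperature, then reacted with 9 uM (final) fluorogenic HMU-PC substrate for 60 min at 37 C. Stop solution raises pH to 10; fluorescence read at Ex 386/Em 447 nm.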
MBNL1-CUG inh: inhibitors of human MBNL1 binding to CUG repeat RNA; TR-FRET MBNL1-His/biotin-(CUG)12 binding, 665/545 ratio; 280,000 compounds, 0.036% hits; Q9NR56; Potency, µM (top dose mostly 57.5 µM), for the others: at the top dose activity change, negative = inhibition, hits mostly inhibitors; AID 2675; active = well fitted inhibition curve with a large enough effect in the signal ratio, with a control signal flat, not every such curve was filed as active; inconclusive = small, poorly fitted or top-dose-only effect, or effect the other way, or a change in a side signal; inactive = no such curve, though single readings can be large or run the other way; the % refers to the signal ratio; also: potency is read from the fitted curve at half-maximal effect; % is scaled to controls: 0 for no effect and ±100 for the full control effect
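Inhibition of protein-RNA binding appears as loss of TR-FRET between terbium anti-His antibody on MBNL1-His and streptavidin-XL665 on biotin-(CUG)12. Activity is normalized to buffer-only and uninhibited-complex controls.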
KCNH2 3.1 block: KCNH2 3.1 (human) potassium channel inhibition; activity change, % (tested at about 1.8 µM); U2OS KCNH2 3.1, thallium flux FluxOr; hits give low values; 340,000 compounds, 0.95% hits;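 active = maximum activity change below -70%; inconclusive = maximum activity change from -70% to -50%; inactive = maximum activity change above -50%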;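 also: thallium influx rate constant from kinetic fluorescence after stimulation buffer; % is scaled to controls: 0 for no effect and ±100 for the full control effect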
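Kinetic fluorescence (2 min after stimulation buffer) measures Tl+ influx through KCNH2 3.1 expressed by viral transduction in U2OS cells; the rate constant is normalized against DMSO controls serving as positive and negative references.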
Numbers without * were called inactive; ? = inconclusive; nt = not tested or not shown; [ ] = remark or other dose. Unless noted, calls follow the shape of the dose curve; as a rule, active = well fitted curve in the direction sought with a large enough effect; inconclusive = small, poorly fitted or top-dose-only effect, or another doubt; inactive = no such curve, though single readings can be large; an effect the other way counts as inactive or inconclusive.

smiles	KCNH2 WT inh	TRPV1 agonist	Coupling enz	A-T KAP1 phos	MBNL1-CUG inh	ASM inhibitor	GALK inh	a7 integrin act	KCNH2 3.1 block	MLL CXXC-DNA inh
CC1=C(C(=O)OCC2CCCO2)C(c2coc3ccccc3c2=O)C2=C(CCCC2=O)N1 (configuration not stated)	20	-2	0	4%	-22%	5%	1%	18%	-3	-4%
COc1ccc(OC)c(NC2c3ccccc3C(=O)N2Cc2ccc3c(c2)OCO3)c1 (configuration not stated)	-6	?	0	-2%	14%	-3%	0%	17%	8	-4%
CCOC(=O)c1ccc2c(c1)nc(-c1ccc(F)cc1)c1nccn12	7	-4	0	-1%	nt	3%	3%	-12%	nt	8%
COc1ccc(NC(C)=O)cc1NC(C)C(=O)Nc1cccc(S(=O)(=O)N2CCOCC2)c1 (configuration not stated)	11	3	nt	6%	nt	2%	nt	-30%	17	nt
CC(C)CN1Cc2ccccc2Oc2cc(Br)ccc2S1(=O)=O	-2	nt	nt	-40%[inhibitor]	nt	2%	nt	13%	3	nt
NC1=NC2(CCCCC2)n2c(nc3ccccc32)N1	-3	-4	0	nt	13%	-1%	0%	-2%	nt	10%
O=C(Nc1cc2cc([N+](=O)[O-])ccc2oc1=O)c1cccs1	nt	3	3	-2%	nt	nt	0%	nt	nt	12%
COc1ccc(C(=O)COC(=O)c2ccc3ccccc3n2)cc1	-3	0	4	-7%	?	2%	0%	-16%	-2	10%
CCCC(=O)NC(=S)Nc1sc2c(c1C(N)=O)CCC2	4	-5	-8	-2%	nt	-2%	0%	13%	-10	3%
CC(C)CC(NS(=O)(=O)c1ccc2c(c1)oc(=O)n2C)C(=O)NC1CCCc2ccccc21 (configuration not stated)	-1	-1	1	8%	2%	1%	3%	4%	17	7%
COc1cccc(/C=N\NS(=O)(=O)c2ccccc2)c1OC	11	-1	nt	8%	-3%	-3%	2%	-22%	-5	-1%
CN(C)C=Nc1ccccc1C1C=NNC1=O (configuration not stated)	nt	4	-2	0%	?	nt	-1%	nt	nt	-3%
CCOC(=O)N1CCC(n2c(SCC(=O)Nc3nccs3)nc3ccsc3c2=O)CC1	3	7	0	1%	1%	1%	0%	-3%[7.66 µM]	-12	13%
COC(=O)C1CCN(S(=O)(=O)c2ccc(NC(C)=O)cc2)CC1	-12	-3	9	2%	1%	0%	-2%	-10%	3	3%
COc1ccc(C(=O)O/N=C(\N)c2ccccc2Cl)cc1OC	-3	-2	4	7%	0%	-1%	-3%	-13%	8	4%
CC(=O)c1ccc(NC(=S)Nc2cccc3ccccc23)cc1	-14	-10	-2	-5%	?	2%	2%	-29%	-29	25%
O=C(Nc1cc(Cl)ccc1Cl)c1ccco1	11	1	2	10%	-3%	2%	0%	-13%	10	-14%
C/C(=N\N1CCN(c2ccccc2)CC1)c1ccccc1O	-1	?	0	-4%	3%	8%	-2%	-6%	-5	7%
Cc1cc(C)c(NC(=O)CSc2nnc(CNC(=O)c3ccco3)o2)c(C)c1	-1	-1	nt	-26%	-6%	0%	4%	?	25	2%
O=C(CSc1nc2ccccc2[nH]1)N1CCN(S(=O)(=O)c2ccc(Cl)cc2)CC1	0	-9	0	nt	7%	-8%	2%	19%	-8	13%

Arranged by molar mass (falling): some entries from above.
smiles	KCNH2 WT inh	TRPV1 agonist	Coupling enz	A-T KAP1 phos	MBNL1-CUG inh	ASM inhibitor	GALK inh	a7 integrin act	KCNH2 3.1 block	MLL CXXC-DNA inh
CC(=O)c1ccc(NC(=S)Nc2cccc3ccccc23)cc1	-14	-10	-2	-5%	?	2%	2%	-29%	-29	25%
O=C(Nc1cc(Cl)ccc1Cl)c1ccco1	11	1	2	10%	-3%	2%	0%	-13%	10	-14%
CN(C)C=Nc1ccccc1C1C=NNC1=O (configuration not stated)	nt	4	-2	0%	?	nt	-1%	nt	nt	-3%

Other compounds:
smiles	KCNH2 WT inh	TRPV1 agonist	Coupling enz	A-T KAP1 phos	MBNL1-CUG inh	ASM inhibitor	GALK inh	a7 integrin act	KCNH2 3.1 block	MLL CXXC-DNA inh
COc1cccc(N2CCN(C(=O)c3nc4nc(C)cc(C)n4n3)CC2)c1	-3	2	1	-13%	-2%	2%	7%	6%	3	8%
Cc1cc(C(=O)NNC(=O)Nc2cccc(C(F)(F)F)c2)no1	-3	-1	-2	5%	-5%	-1%	-2%	6%	17	-1%
O=C(NCCOc1ccccc1Cl)c1cccc2c1C(=O)c1ccc(Cl)cc1S2(=O)=O	1	-1	nt	-8%	nt	-11%	nt	8%	-25	nt
CCOC(=O)N1CCN(C(=O)c2ccc(CS(=O)(=O)c3ccc(OC)cc3)o2)CC1	5	1	1	0%	?	-5%	3%	0%	28	-3%
CCCOc1ncnc2c1[nH]c1ccc(OC)cc12	-6	nt	1	2%	nt	25%	6%	-30%	0	3%
O=C(O)c1cccc(Cn2c(Cl)c(/C=N/Nc3ccccc3)sc2=O)c1	1	13	16	2%	?	-14%	1%	9%	-12	?
CCNC(=O)COC(=O)/C=C/c1ccccc1[N+](=O)[O-]	0	-3	-3	-3%	?	-1%	1%	-22%	-5	-2%
Cc1c(CCC(=O)O)c(=O)oc2cc(OCc3ccccc3Br)ccc12	-1	1	12	8%	0%	1%	1%	-1%	-18	-9%
Cc1cc(C)cc(NC(=O)c2ccc(S(=O)(=O)NCc3cccnc3)cc2)c1	6	9	0	-2%	-3%	-3%	5%	0%	-14	-6%
COC(=O)[C@H](Cc1ccc(O)cc1)NCCCn1cnc(C(=O)Nc2ccc(C)c(C)c2)n1	-2	nt	nt	nt	nt	3%	nt	-3%	-24	nt
CC(C)(C)NC(=O)NC(=O)COC(=O)C1c2ccccc2Oc2ccccc21	7	-2	-2	18%	-4%	1%	-1%	-53%[inhibitor]	10	-2%
COc1ccc(N(CC(=O)NCCSC2CCCCC2)S(=O)(=O)c2ccc(C)cc2)cc1	19	-2	nt	15%	1%	-3%	-1%	-6%	-25	14%
CN(Cc1nc(-c2cccs2)no1)CC1COCCO1 (configuration not stated)	-6	1	4	1%	4%	3%	11%	18%	3	2%
CN(C)/C=C/C1=C([N+](=O)[O-])C(c2cccc([N+](=O)[O-])c2)NC(=O)N1 (configuration not stated)	19	3	4	-10%	?	-1%	3%	8%	7	-5%
COc1ccc2c(Cl)c(-c3nnc(SCC(N)=O)n3C)sc2c1	6	-3	1	2%	?	-11%	2%	0%	4	-3%
CC(C)(C)c1nn(-c2ccccc2)c2[nH]c(=O)c(CNc3ccc4c(c3)OCCO4)cc12	-3	2	-2	nt	6%	-9%	-1%	7%	8	0%
COc1ccc(CC(=O)Nc2ccc3nc(C)sc3c2)cc1OC	-1	?	0	3%	-22%	1%	-2%	11%	-26	4%
COc1ccc(NC(=O)Nc2cccs2)cc1Cl	9	4	-3	-6%	-18%	2%	-2%	5%	18	5%
Cc1cccc(NC(=O)C2CCN(S(C)(=O)=O)CC2)c1C	-2	1	0	-8%	-3%	4%	nt	-6%	8	-1%
O=C(/C=C/c1ccccc1)NC1CC2CCC1C2 (configuration not stated)	-1	?	-2	10%	3%	2%	-1%	24%	8	3%
Cn1c(N)c(C(=O)COC(=O)c2ccc3c(c2)OCCO3)c(=O)n(C)c1=O	9	0	1	-9%	-12%	-1%	-1%	8%	-3	2%
CSc1ccccc1NC(=O)CN(C)Cc1ccc(Br)cc1	0	?	0	13%	-7%	-1%	-3%	5%	3	1%
O=Cc1c[nH]c2cccc(OCc3ccccc3)c12	2	0	nt	6%	nt	7%	nt	-8%	-3	nt

Fetched by compound from the entries so far:
smiles	KCNH2 WT inh	TRPV1 agonist	Coupling enz	A-T KAP1 phos	MBNL1-CUG inh	ASM inhibitor	GALK inh	a7 integrin act	KCNH2 3.1 block	MLL CXXC-DNA inh
CN(C)/C=C/C1=C([N+](=O)[O-])C(c2cccc([N+](=O)[O-])c2)NC(=O)N1 (configuration not stated)	19	3	4	-10%	?	-1%	3%	8%	7	-5%
COc1ccc2c(Cl)c(-c3nnc(SCC(N)=O)n3C)sc2c1	6	-3	1	2%	?	-11%	2%	0%	4	-3%
Cc1cccc(NC(=O)C2CCN(S(C)(=O)=O)CC2)c1C	-2	1	0	-8%	-3%	4%	nt	-6%	8	-1%
COc1ccc(NC(=O)Nc2cccs2)cc1Cl	9	4	-3	-6%	-18%	2%	-2%	5%	18	5%
